ABCB6 inh MLPCN = ABCB6 transporter inhibitors, primary screen, K562-ABCB6 cells, flow cytometry, MLPCN library | AID 602162, 2011 | hit rate 0.19% among 360,000 | ATP-binding cassette sub-family B member 6 (Homo sapiens), Q9NP58 | fluorescence ratio to DMSO, % at 10 µM | K562-ABCB6 porphyrin accumulation, 1 h; active compounds read low;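 active = fluorescence ratio to DMSO below 75%, the collection mean minus 3 SD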;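 also: signal is porphyrin accumulated inside mitochondria; 100% equals median channel fluorescence of DMSO control wells; lower ratio means ABCB6 inhibition with less porphyrin fluorescence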
N-glyco inh = increase of ERlucT glycosylation luciferase signal, primary screen, N-linked glycosylation inhibitor project, D54 ERlucT cells, luminescence, set 2 | D54 ERlucT glycosylation luciferase reporter, 24 h; percent of 100 nM tunicamycin response | reporter increase, % at 12.5 µM | hit rate 0.23% among 360,000 | AID 588692, 2011;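 active = mean luciferase reporter signal, scaled so untreated is 0 and the glycosylation-blocking control 100, at or above a set limit in every replicate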;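 also: luciferase carries N-glycosylation sites so blocking glycosylation raises the light; 0% = median of neutral control wells and 100% = median of 100 nM tunicamycin wells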
H9c2 protect = cardioprotection against H2O2-induced cell death, primary screen, uHTS, H9c2 cells, ATPLite luminescence. H9c2 cardiomyocytes, H2O2 injury protection, 2 h. protection from H2O2 cell death, % at 20 µM. hit rate 0.63% among 360,000. AID 588492, 2011;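 active = compounds giving at least 50% protection of heart cells from peroxide-induced death in the single-dose screen, raw or plate-pattern-corrected value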;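 also: 0% = DMSO wells with peroxide and 100% = DMSO wells without peroxide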
MC4R antag cAMP = MC4R antagonists of cAMP signaling, primary screen, cell-based, TR-FRET, antagonist arm of biased-ligand search; inhibition, % at 6.5 µM; hit rate 0.48% among 360,000; Melanocortin receptor 4 (Homo sapiens), P32245; MC4R-expressing cells, MTII-stimulated cAMP, LANCE TR-FRET;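 active = inhibition above its plate's cutoff, the mean of tested wells on that plate plus 3 SD, cut at about 29% in these data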;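 also: 0% = Melanotan II alone and 100% = Melanotan II plus saturating MCL0020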
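System – human MC4R-expressing U2OS cells · Also added – Melanotan II · Dosing – one concentration, 6.5 µM nominal · Timing – 30-min compound, 1-h challenge, 1-h detection, room temperature · Measured by – Eu-cAMP/anti-cAMP TR-FRET, emission 671 nm · Replicates – singlicate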
ABHD5-PLIN5 inh = ABHD5-PLIN5 interaction inhibitors, primary screen, cell lysate, split luciferase complementation, luminescence. Perilipin-5 (Homo sapiens) + 1-acylglycerol-3-phosphate O-acyltransferase ABHD5 (Homo …. Split G. princeps luciferase complementation, 4 h. inhibition, % at 4 µM. hit rate 0.78% among 360,000;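 active = inhibition above the mean inhibition across every tested compound plus 3 SD, cut at about 22% in these data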;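 also: 0% = DMSO only wells and the 100% control is not disclosed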
TLR9-MyD88 inh = inhibitors of TLR9-MyD88 association in cells, primary screen, cell-based, CHO, BLA complementation, fluorescence | Toll-like receptor 9 (Homo sapiens) + Myeloid differentiation primary response protein … | inhibition, % at 4.98 µM | hit rate 0.21% among 340,000 | CCF4 FRET ratio;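 active = inhibition above the mean over all tested compounds plus 3 SD, cut at about 21% in these data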;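 also: 0% = DMSO only wells and 100% = clavulanate BLA inhibitor control wells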
Target sequence (Q99836 whole entry, looked up): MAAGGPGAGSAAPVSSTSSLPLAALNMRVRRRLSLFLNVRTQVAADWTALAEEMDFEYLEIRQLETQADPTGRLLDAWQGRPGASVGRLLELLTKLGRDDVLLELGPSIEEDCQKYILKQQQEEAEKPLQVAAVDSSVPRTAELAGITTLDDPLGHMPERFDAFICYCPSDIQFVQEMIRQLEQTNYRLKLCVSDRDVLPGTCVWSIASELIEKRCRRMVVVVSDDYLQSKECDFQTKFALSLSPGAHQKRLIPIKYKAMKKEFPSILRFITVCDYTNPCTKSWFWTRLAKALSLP
Target sequence (Q9NR96 whole entry, looked up): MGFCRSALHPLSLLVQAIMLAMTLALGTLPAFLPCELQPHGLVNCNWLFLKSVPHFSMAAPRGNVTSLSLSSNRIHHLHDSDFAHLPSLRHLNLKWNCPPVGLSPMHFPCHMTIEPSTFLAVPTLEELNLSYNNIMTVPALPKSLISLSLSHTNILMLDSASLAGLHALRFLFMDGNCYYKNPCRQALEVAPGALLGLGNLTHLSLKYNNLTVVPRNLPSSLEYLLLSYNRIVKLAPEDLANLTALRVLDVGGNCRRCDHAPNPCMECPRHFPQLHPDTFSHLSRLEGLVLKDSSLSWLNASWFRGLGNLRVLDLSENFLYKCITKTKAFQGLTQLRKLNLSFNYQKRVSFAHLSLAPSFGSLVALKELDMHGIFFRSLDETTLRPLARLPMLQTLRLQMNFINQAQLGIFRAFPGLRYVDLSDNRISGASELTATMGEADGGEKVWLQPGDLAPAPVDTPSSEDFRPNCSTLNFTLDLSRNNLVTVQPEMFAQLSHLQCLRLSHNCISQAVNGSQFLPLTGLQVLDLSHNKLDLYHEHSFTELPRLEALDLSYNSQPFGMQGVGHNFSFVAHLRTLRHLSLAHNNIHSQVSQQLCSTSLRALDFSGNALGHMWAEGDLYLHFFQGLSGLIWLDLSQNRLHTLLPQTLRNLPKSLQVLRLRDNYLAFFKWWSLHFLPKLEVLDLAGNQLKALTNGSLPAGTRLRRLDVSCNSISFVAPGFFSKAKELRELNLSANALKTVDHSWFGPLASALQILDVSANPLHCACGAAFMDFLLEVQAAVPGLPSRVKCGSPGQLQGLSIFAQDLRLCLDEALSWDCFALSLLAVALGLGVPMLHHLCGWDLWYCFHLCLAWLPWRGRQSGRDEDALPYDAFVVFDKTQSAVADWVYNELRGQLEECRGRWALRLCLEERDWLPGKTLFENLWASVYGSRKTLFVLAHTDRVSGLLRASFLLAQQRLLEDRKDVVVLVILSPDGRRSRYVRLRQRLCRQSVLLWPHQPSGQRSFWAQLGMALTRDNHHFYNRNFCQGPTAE
m5-HT2A agonist = mouse Htr2a agonists via beta-arrestin recruitment, primary screen, cell-based, luminescence; 5-hydroxytryptamine receptor 2A (Mus musculus), P35363; activation, % at 7.6 µM; CHO-K1 mHTR2A beta-arrestin complementation; percent of 30 µM serotonin response; hit rate 0.66% among 360,000;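 active = activation above a run cutoff, the mean activation of all tested compounds plus 3 SD, cut at about 14% in these data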;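 also: 0% = plate median of compound wells and 100% = 30 µM serotonin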
SRC2 inh = inhibition of GAL4-SRC2 driven luciferase reporter, primary screen, SRC2 inhibitor project, cell-based, luminescence; Nuclear receptor coactivator 2 (Homo sapiens), Q15596; HEK293 GAL4-SRC2 luciferase reporter; inhibition, % at 9 µM; hit rate 0.17% among 370,000; AID 651957, 2012;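 active = inhibition above the mean inhibition of all tested compounds plus 3 SD, set per campaign, cut at about 52% in these data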;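 also: 0% = DMSO treated cells and 100% = cells given Gossypol at 36 µM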
NOD2 RIPK2 PPI = NOD2-RIPK2 binding disruptors in cells, primary screen, fluorescence, CHO cells, BLA complementation; Receptor-interacting serine/threonine-protein kinase 2 (Homo sapiens), O43353; CCF4 ratio; inhibition, % at 4.98 µM; hit rate 0.38% among 360,000; AID 624267, 2012; in the data active = inhibition above about 21%;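 also: 0% = vehicle only and 100% = reference blocker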
MC4R barr agon = MC4R agonists recruiting beta-arrestin, primary screen, cell-based, luminescence, agonist arm of biased-ligand search | U2OS MC4R beta-arrestin complementation; percent of melanotan II response, DMSO zero | activation, % at 8.9 µM | hit rate 0.98% among 360,000 | AID 540308, 2011;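 active = activation above a per-plate cutoff, the mean activation of sample wells on that plate plus 3 SD, cut at about 8% in these data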
Numbers without * were called inactive; / = not tested or not shown.

SMILES	ABCB6 inh MLPCN	N-glyco inh	H9c2 protect	MC4R antag cAMP	ABHD5-PLIN5 inh	TLR9-MyD88 inh	m5-HT2A agonist	SRC2 inh	NOD2 RIPK2 PPI	MC4R barr agon
Cc1nc(N)sc1-c1csc(N(C)c2ccc(O)cc2)n1	89	-2	-4	4	-14	0	0	-31	-2	-0.1
COc1cc(C(=S)N2CCOCC2)cc(OC)c1OC(=O)c1ccccc1[N+](=O)[O-]	97	1	3	0	-1	-1	3	7	-7	-0.3
N#C/C(=C\c1ccccc1OCc1ccc(C(=O)O)cc1)C(=O)Nc1ccc(O)cc1	100	0	6	-3	46*	-9	1	7	-6	-3.1
CC(C)=CCN1CCN(Cc2cc(F)ccc2-n2nc(C)cc2C)CC1CCO (stereo not given)	103	0	12	6	5	-7	-2	8	2	3.0
Cc1ccc(C(=O)Nc2ccc(Cl)cn2)cc1S(=O)(=O)N1CCOCC1	96	-1	1	14	1	4	1	-44	-15	-3.1
CC1(Br)C2CCCC1C2S(=O)(=O)c1ccccc1 (stereo not given)	94	0	-3	-5	-6	13	0	-24	-8	-1.7
COc1ccccc1C(=O)N/C(=C\c1cn(C)c2ccccc12)C(=O)N1CCCC1	89	2	10	16	-3	-9	12	-26	1	-1.2
Cc1nccn1CCC1CCCCN1C(=O)CCc1nnc(-c2ccsc2)o1 (stereo not given)	104	1	10	12	3	-2	-2	-1	0	-0.5
COc1cc(NC(=O)Nc2nnc([C@H]3C[C@H](O)[C@@H](CO)O3)s2)cc(OC)c1OC	90	0	-1	3	1	/	6	13	-2	-2.9
O=C(NNC(=O)c1ccccc1Br)c1ccc(Cl)c(Cl)c1	101	1	-2	-4	2	13	4	-1	-13	-1.7
CC(C)c1nc2sc3ccccc3c(=O)c2c(=O)n1Cc1ccccc1	105	-1	-19	3	13	-1	3	12	-6	1.9
Cc1ccc(S(=O)(=O)N2CCN(CC(=O)Nc3ccnn3C3CCCC3)CC2)cc1	90	-1	-8	-4	4	-1	1	5	-10	-2.3
O=C(NC1CC1)C1CCN(c2ccc(S(=O)(=O)N3CCOCC3)cc2Cl)CC1	94	-1	-10	-3	11	-14	-3	6	0	-1.0
Cc1ccc(C)c(C(=O)CCC(=O)Nc2cccnc2)c1	100	-1	3	-6	1	8	15*	8	-7	-1.6
COc1ccc(C2=NS(=O)(=O)N(C)C(C(=O)N3CCC(C(N)=O)CC3)=C2)cc1	98	2	6	5	4	4	6	-3	-6	-1.5
CCc1cc(=O)oc2cc(OCC(=O)N(CC)CC)c(Cl)cc12	100	-3	-3	3	-3	7	1	21	-10	-0.6
Cc1onc(-c2ccccc2Cl)c1C(=O)N1CCCCC1C(=O)O (stereo not given)	100	1	0	-1	0	11	12	-36	-23	-1.0
CCOC(=O)/C(=N\O)C1=NC(C)(C)Cc2ccccc21	107	0	15	-6	0	0	4	-53	4	0.7
COc1cc(/C=C2\CCC(C)C3=C(c4cc(OC)c(OC)c(OC)c4)C(C#N)=C(N)OC32)cc(OC)c1OC (stereo not given)	171	7	-5	7	-4	-6	0	7	-20	-1.1
CN1CCN(C2CN(C3CCCC3)S(=O)(=O)C2)CC1 (stereo not given)	101	1	3	/	13	/	4	5	4	/
C(=NN=C(NN=Cc1cccs1)NN=Cc1cccs1)c1cccs1	98	-1	3	-2	-24	-1	5	-49	-12	0.8
O=C(COc1cccnc1[N+](=O)[O-])NCc1ccc(F)cc1	96	-1	4	3	12	-10	-6	6	4	-1.1
Cc1cccc2[nH]c(CN(C)C(=O)CC3C(=O)NCCN3CC(C)(C)C)nc12 (stereo not given)	103	0	-3	20	-1	-8	1	13	-1	-1.2
O=C(Cc1ccccc1)Nc1ccc(NC(=O)Cc2ccccc2)c(Cl)c1	98	0	-4	2	-2	-1	-4	-12	-5	3.2
Cc1cc(=O)oc2cc(OCC(=O)N/N=C/c3ccccc3O)ccc12	98	1	13	-2	9	0	2	-3	-19	-0.4
Cc1ccc(NC(=O)COC(=O)c2cccc(S(=O)(=O)N3CCCCCC3)c2)cc1	92	0	-4	11	-10	-1	-4	8	3	2.5
CCOc1ccc(NC(=O)CSc2nc3ccsc3c(=O)n2CCCCC(=O)O)cc1	104	0	12	13	6	-9	-2	6	2	-0.3
O=C(NCCc1ccc(Cl)cc1)c1cc(S(=O)(=O)N2CCCC2)ccc1F	94	-3	-2	10	2	10	-2	25	1	-1.9
O=C(CSc1nnc(Cc2cccs2)n1-c1ccccc1)Nc1ccc2c(c1)OCCO2	101	-2	4	7	-1	-10	-3	-22	-8	-1.5
Cc1nc(NC(=O)COC(=O)C(NC(=O)c2ccco2)C(C)C)c(Cl)cc1Cl (stereo not given)	100	1	15	1	-6	-7	0	13	-15	-2.6
O=c1c2c3c(sc2nc2n1CCCC2)CCCC3	108	-1	-12	4	1	-9	-1	-45	-8	-0.8
O=C1c2c(O)cc(O)cc2O[C@@]12c1c(cc(O)c3c1O[C@H](c1ccc(O)cc1)[C@@H](O)C3)O[C@@H]2c1ccc(O)cc1	106	0	11	7	20	-3	1	3	3	0.4
CCN(CC)S(=O)(=O)c1cccc(C(=O)N[C@H](C(=O)NNC(=O)c2ccccc2)C(C)C)c1	97	-1	5	-4	-5	13	-1	19	-3	-1.7
O=C(c1cccc(Cl)c1)C1CCCN(Cc2ccc(N3CCNC3=O)cc2)C1 (stereo not given)	100	0	5	-9	6	6	-4	7	-1	-3.6
CN(C(=O)c1sc2nc(N3CCCC3)c3c(c2c1N)CC(C)(C)OC3)c1ccccc1	103	-1	12	4	-11	3	3	-7	-1	-3.7
CCN(CC)S(=O)(=O)c1cccc(C(=O)NC(C(=O)Nc2nnc(C3CC3)s2)C(C)C)c1 (stereo not given)	103	-1	-5	4	-1	5	-2	-10	9	0.9
CC(=O)c1cc2c(cc1NC(=O)CCNC(=O)c1ccccc1Cl)OCO2	104	0	11	8	9	1	4	-2	-12	0.5
CCCCCOc1ccc(NC(=O)C(=O)NCCC2=CCCCC2)cc1	97	0	-1	-10	1	-5	3	/	-10	0.4
COc1ccc(NC(=O)CSc2ccccc2)c([N+](=O)[O-])c1	101	0	-7	-2	2	4	-2	-10	-6	-0.3
O=C(NCCNc1ccccc1[N+](=O)[O-])c1ccccc1F	95	0	0	2	0	2	10	-26	0	-2.5

Structures above printed as active in m5-HT2A agonist:
molecule,ABCB6 inh MLPCN,N-glyco inh,MC4R antag cAMP,ABHD5-PLIN5 inh,TLR9-MyD88 inh,m5-HT2A agonist,SRC2 inh,NOD2 RIPK2 PPI,MC4R barr agon
Cc1ccc(C)c(C(=O)CCC(=O)Nc2cccnc2)c1,100,-1,-6,1,8,15*,8,-7,-1.6

Exported with bars between the fields: part of the list above
structure | ABCB6 inh MLPCN | N-glyco inh | H9c2 protect | MC4R antag cAMP | ABHD5-PLIN5 inh | TLR9-MyD88 inh | m5-HT2A agonist | SRC2 inh | NOD2 RIPK2 PPI | MC4R barr agon
Cc1nc(NC(=O)COC(=O)C(NC(=O)c2ccco2)C(C)C)c(Cl)cc1Cl (stereo not given) | 100 | 1 | 15 | 1 | -6 | -7 | 0 | 13 | -15 | -2.6
CN1CCN(C2CN(C3CCCC3)S(=O)(=O)C2)CC1 (stereo not given) | 101 | 1 | 3 | / | 13 | / | 4 | 5 | 4 | /
O=C1c2c(O)cc(O)cc2O[C@@]12c1c(cc(O)c3c1O[C@H](c1ccc(O)cc1)[C@@H](O)C3)O[C@@H]2c1ccc(O)cc1 | 106 | 0 | 11 | 7 | 20 | -3 | 1 | 3 | 3 | 0.4

The listing picks up, starting 3 compounds before the break.
SMILES	ABCB6 inh MLPCN	N-glyco inh	H9c2 protect	MC4R antag cAMP	ABHD5-PLIN5 inh	TLR9-MyD88 inh	m5-HT2A agonist	SRC2 inh	NOD2 RIPK2 PPI	MC4R barr agon
CCCCCOc1ccc(NC(=O)C(=O)NCCC2=CCCCC2)cc1	97	0	-1	-10	1	-5	3	/	-10	0.4
COc1ccc(NC(=O)CSc2ccccc2)c([N+](=O)[O-])c1	101	0	-7	-2	2	4	-2	-10	-6	-0.3
O=C(NCCNc1ccccc1[N+](=O)[O-])c1ccccc1F	95	0	0	2	0	2	10	-26	0	-2.5
C=CCOc1cccc(C2C(C(=O)c3ccc(C)o3)=C(O)C(=O)N2Cc2ccncc2)c1 (stereo not given)	93	0	6	8	-11	9	8	-13	-6	-1.1
Cc1nn(Cc2cccc(C(=O)N3N=C(C(F)F)CC3(O)C(F)F)c2)c(C)c1[N+](=O)[O-] (stereo not given)	102	-2	-8	10	2	2	-2	16	-4	-0.7
CN1C(=O)Cc2cc(S(=O)(=O)N3CCN(c4cccc(Cl)c4)CC3)ccc21	100	0	0	0	-7	2	3	-7	-9	-0.9
COc1ccc(S(=O)(=O)N(Cc2ccc(OC)c(OC)c2)Cc2ccco2)cc1	94	-3	-25	9	3	1	-4	-6	16	0.8
O=C(CN(Cc1ccccc1)S(=O)(=O)c1ccc(S(=O)(=O)N2CCOCC2)cc1)Nc1ccccc1	92	-2	-4	14	2	0	2	3	0	-0.3
COc1ccccc1N1CCN(C2C(=O)Nc3ccccc3-n3nnnc32)CC1 (stereo not given)	/	/	/	/	6	/	6	9	-4	/
Cc1cccc(C(=O)N2CCN(CCNC(=O)C(=O)Nc3ccc(F)cc3)CC2)c1	96	0	1	3	-5	-4	-7	7	-11	1.3
CC(OC(=O)c1ccc([N+](=O)[O-])s1)C(=O)NC1CCCCC1C (stereo not given)	103	-1	-2	5	6	-10	0	3	-1	-2.2
O=C(OCC(=O)N1CCCCCC1)c1cc(S(=O)(=O)N2CCOCC2)ccc1F	101	0	-6	27	0	5	2	-8	9	-1.1

By substructure: the compounds so far with bromine.
SMILES	ABCB6 inh MLPCN	N-glyco inh	H9c2 protect	MC4R antag cAMP	ABHD5-PLIN5 inh	TLR9-MyD88 inh	m5-HT2A agonist	SRC2 inh	NOD2 RIPK2 PPI	MC4R barr agon
CC1(Br)C2CCCC1C2S(=O)(=O)c1ccccc1 (stereo not given)	94	0	-3	-5	-6	13	0	-24	-8	-1.7
O=C(NNC(=O)c1ccccc1Br)c1ccc(Cl)c(Cl)c1	101	1	-2	-4	2	13	4	-1	-13	-1.7

Screening results from PubChem BioAssay.

Some of the compounds tested; rates above refer to the full screens.
